MRP reversal – compounds reversing MRP-mediated drug resistance; H69AR cells + 2 uM doxorubicin, CellTiter-Glo, 72 h; differential viability (reversal), % at 10 µM; actives 0.04% (n = 85,000);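 active = viability drop by adding the cancer drug above about 55%, with treated viability meeting a 40% cutoff, limit read from the data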;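 also: viability without doxorubicin minus viability with 2 µM doxorubicin for each compound; larger differential means the compound sensitizes cells more to doxorubicin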
IL1B NFkB inh – blocks IL-1B driven NFkB nuclear translocation in HUVEC cells. HUVEC IL-1B NFkB p65 nuclear translocation imaging. inhibition, % at 2 µM. actives 0.43% (n = 94,000). AID 796;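 active = inhibition above about 30% together with a positive call from visual inspection of the well image, limit read from the data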;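 also: nuclear over cytoplasmic p65 intensity ratio measured by imaging; 0% = IL-1B stimulated DMSO wells and 100% = unstimulated DMSO wells; values of inactives mirror those of a sister screen read the other way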
PLAP inhibitors HTS – PLAP enzyme inhibitors, biochemical, luminescence, HTS (AID 690). purified PLAP, luminescent substrate; higher % means a stronger effect. inhibition, % at 20 µM, or IC50 in µM where a hit was titrated. actives 0.08% (n = 96,000); in the data active = a potency from the dose series; inactive = the rest, 99 in 100 with inhibition below about 30%; also: strong numbers were not always called active
NFkB transloc pot – enhances IL-1B driven NFkB nuclear translocation; HUVEC IL-1B NFkB p65 nuclear translocation imaging; AID 819; actives 0.3% (n = 94,000); activation, % at 2 µM;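 active = activation above 40%, about the mean plus 3 SD, also judged a hit on visual image review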;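 also: percent activation is computed from the nuclear over cytoplasmic p65 intensity ratio; values of inactives mirror those of a sister screen read the other way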
Bcl-B TR3 displacers – displacers of TR3 peptide from Bcl-B, primary screen, selectivity assay for Bfl-1 inhibitor project, biochemical, fluorescence polarization. displacement, % at 20 µM; hits with a dose series show IC50 in µM. actives 0.11% (n = 96,000). FP displacement of FITC-TR3 peptide from Bcl-B; higher % means a stronger effect. AID 748;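 active = displacement above 50% at 20 µM plus a fluorescence interference ratio under 1.5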;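 also: plate controls were wells without compound for no effect and wells lacking Bcl-B protein for full effect; a part of the inactive calls stands beside numbers as strong as those of hits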
MRP reversal cytotoxicity – further read-out of MRP reversal, marked with its call; viability, %; H69AR cells, CellTiter-Glo, 72 h; measured here: cytotoxicity without doxorubicin
MRP reversal with doxorubicin – second read-out of MRP reversal, no call of its own (marks repeat the call); viability, %; measured here: viability with 2 uM doxorubicin; stronger effect = lower value
IL1B NFkB inh cell count 2 µM – recorded beside IL1B NFkB inh, whose call it bears; cell count; measured here: cells passing quality filter;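 raw number of nuclei counted in each imaged well without normalization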
NFkB transloc pot cell count 2 µM – further read-out of NFkB transloc pot, marked with its call; cell count; measured here: cells passing quality filter
Numbers without * were called inactive; / = not tested or not shown.

SMILES	MRP reversal	MRP reversal cytotoxicity	MRP reversal with doxorubicin	IL1B NFkB inh	IL1B NFkB inh cell count 2 µM	PLAP inhibitors HTS	NFkB transloc pot	NFkB transloc pot cell count 2 µM	Bcl-B TR3 displacers
C=CCn1c(NC(=O)c2ccc(C)cc2)c(C#N)sc1=N	-20	78	98	-4	78	3%	4	78	-18%
CSc1nsc(SC)c1NC(=O)OCc1ccccc1	/	/	/	11	102	4%	-11	102	-5%
C/C(O)=c1/ccc2cccc3nc(C)nc1c23	-13	78	91	7	98	-12%	-7	98	110%
COc1ccc(CCN2C(=O)C3C4C=CC(C3C2=O)C2C(=O)N(CCc3ccc(OC)c(OC)c3)C(=O)C42)cc1OC (stereo unspecified)	-30	40	70	-2	167	-80%	2	167	-1%
Cc1cc(C)c(OCCCCCNCCO)c(C)c1	8	76	68	-42	196	4%	42*	196*	-14%
O=C(Nc1nncs1)c1ccc(N2C(=O)C3C4C=CC(C4)C3C2=O)cc1 (stereo unspecified)	6	84	78	0	116	-22%	0	116	0%
O=C(Nc1cn(-c2ccccc2)nc1-c1cccs1)c1ccco1	-7	70	77	-1	197	3%	1	197	-3%
CN(C)CCCNC(=O)CC(c1ccccc1)c1ccccc1O (stereo unspecified)	0	84	85	6	160	-4%	-6	160	1%
COc1cc2cc(CN(CCO)S(=O)(=O)c3ccccc3Cl)c(=O)[nH]c2cc1OC	5	65	60	/	/	-27%	/	/	1%
CCOc1cc2[nH]c(=S)n(CCc3ccc(OC)c(OC)c3)c(=O)c2cc1OCC	0	3	3	5	173	-77%	-5	173	-6%
CCOC(=O)CSc1nnc(Cn2nnc(-c3ccccc3)n2)n1C	-11	101	112	12	70	1%	-12	70	-12%
Nc1ccc2nc(-c3ccccn3)[nH]c2c1	-21	42	63	-17	161	/	17	161	/
Cc1nnc(SCc2ccc(Cl)cc2)n1CC1CCCO1 (stereo unspecified)	0	103	103	-14	160	-10%	14	160	-6%
C=CCOc1ccc(/C(O)=C2\C(=O)C(=O)N(CCCOC)C2c2ccc(O)c(OC)c2)cc1 (stereo unspecified)	2	103	101	1	113	-3%	-1	113	-8%
Cc1c(C(=O)NCC2CCCO2)oc2ccc(S(=O)(=O)N3CC(C)CC(C)C3)cc12 (stereo unspecified)	-19	70	89	-13	47	-48%	13	47	8%
CCCCNC(=O)c1cc2c(-c3ccc(Cl)cc3)nn(C)c2s1	-13	36	49	-22	177	18%	22	177	18%
O=C(NO)c1ccc(OC(F)F)cc1	-1	91	92	-8	178	16%	8	178	-4%
Cc1ccc(OCC(=O)OC2CCS(=O)(=O)C2)cc1 (stereo unspecified)	-5	89	94	-9	216	3%	9	216	-2%
CCN(CC)S(=O)(=O)c1ccc2c(c1)c(C(=O)O)cn2C	12	99	87	5	115	-9%	-5	115	-4%
CCCCC(=O)Nc1ccc(C(=O)NCc2ccncc2)cc1	13	89	77	7	101	6%	-7	101	-15%
CCC(=O)Nc1nc(C)cc(SCC(=O)OC)n1	5	96	91	-12	147	-3%	12	147	5%
CCOC(=O)c1sc(NC(=O)c2cc(-c3ccccc3)nc3ccccc23)c(C#N)c1C	/	/	/	10	124	-31%	-10	124	-4%
COC(=O)c1c(C)oc2ccc(N(C(=O)c3ccncc3)S(=O)(=O)c3ccc(C)cc3)cc12	/	/	/	19	82	-72%	-19	82	-106%
CCOC(=O)CC(=O)CSC1=C(C#N)C(c2ccccc2OC)CC(=O)N1 (stereo unspecified)	7	96	89	/	/	10%	/	/	13%
COc1ccc(OCCSc2n[nH]c(N)n2)cc1	/	/	/	-7	189	-159%	7	189	1%
NS(=O)(=O)c1cccnc1Nc1cccc(C(F)(F)F)c1	/	/	/	-1	134	-2%	1	134	-3%
CCOC(=O)N1CCN(C(=O)c2nn(-c3ccc(C)cc3)c(=O)c3c2c2ccccc2n3C)CC1	-5	88	93	/	/	-9%	/	/	-8%
O=C(Nc1ccc(N2CCOCC2)nc1)c1ccc(F)cc1	/	/	/	1	181	-3%	-1	181	4%
CC(=O)NC(CCS(C)(=O)=O)C(=O)Nc1cccc(C)c1C (stereo unspecified)	-13	88	101	-4	73	-1%	4	73	2%
CCC(=O)Nc1nc2cc(OC)ccc2s1	-4	83	87	5	121	15%	-5	121	0%
Cn1c(C(=O)N2CCCC(C(=O)NCCCc3ccccc3)C2)cc2sccc21 (stereo unspecified)	-41	43	84	-18	119	-66%	18	119	-10%
Cc1ccc(Cl)cc1NC1=C/C(=N\S(=O)(=O)c2cccs2)c2ccccc2C1=O	/	/	/	-41	186	-29%	41*	186*	26%
COc1ccccc1C(=O)Nc1ccc(C(=O)O)cc1	/	/	/	1	116	/	-1	116	/
C(=N\n1cnnc1)/c1ccc2ncccc2c1	7	90	83	10	105	10%	-10	105	4%
CCCCNC(=O)c1onc(CSc2cccc(Cl)c2)c1C(=O)O	/	/	/	0	168	-6%	0	168	-6%
O=C(Nc1ccc2c(c1)OCO2)c1c(Cl)nc2sccn12	1	70	69	-11	164	-10%	11	164	10%
Cc1cnc(C(=O)Nc2cccc3cccnc23)cn1	-5	4	9	-11	197	-15%	11	197	-5%
COc1cc2c(C(=O)N3CCN(c4cccc(Cl)c4)CC3)cn(CC(C)C)c(=O)c2cc1OC	/	/	/	12	130	-47%	-12	130	-8%
CCOc1ccccc1OCCOc1ccc(F)cc1	/	/	/	4	116	-1%	-4	116	12%
CCc1ccccc1NC(=O)CN1C(=O)C2CCCN2c2ncc(Cl)cc21 (stereo unspecified)	/	/	/	-12	65	-50%	14	65	2%

A second format for 7 compounds above.
Second line of a record: MRP reversal | MRP reversal cytotoxicity | MRP reversal with doxorubicin | IL1B NFkB inh | IL1B NFkB inh cell count 2 µM | PLAP inhibitors HTS | NFkB transloc pot | NFkB transloc pot cell count 2 µM | Bcl-B TR3 displacers
CCOc1cc2[nH]c(=S)n(CCc3ccc(OC)c(OC)c3)c(=O)c2cc1OCC
  0 | 3 | 3 | 5 | 173 | -77% | -5 | 173 | -6%
NS(=O)(=O)c1cccnc1Nc1cccc(C(F)(F)F)c1
  / | / | / | -1 | 134 | -2% | 1 | 134 | -3%
C/C(O)=c1/ccc2cccc3nc(C)nc1c23
  -13 | 78 | 91 | 7 | 98 | -12% | -7 | 98 | 110%
CSc1nsc(SC)c1NC(=O)OCc1ccccc1
  / | / | / | 11 | 102 | 4% | -11 | 102 | -5%
CCCCC(=O)Nc1ccc(C(=O)NCc2ccncc2)cc1
  13 | 89 | 77 | 7 | 101 | 6% | -7 | 101 | -15%
CCOC(=O)CSc1nnc(Cn2nnc(-c3ccccc3)n2)n1C
  -11 | 101 | 112 | 12 | 70 | 1% | -12 | 70 | -12%
O=C(NO)c1ccc(OC(F)F)cc1
  -1 | 91 | 92 | -8 | 178 | 16% | 8 | 178 | -4%

Carrying on:
SMILES	MRP reversal	MRP reversal cytotoxicity	MRP reversal with doxorubicin	IL1B NFkB inh	IL1B NFkB inh cell count 2 µM	PLAP inhibitors HTS	NFkB transloc pot	NFkB transloc pot cell count 2 µM	Bcl-B TR3 displacers
COc1ccc(-c2cc(C(=O)NC3CCCC3)no2)cc1OC	/	/	/	-29	214	7%	29	214	-10%
CC(NC(=O)Cn1cc2c(n1)CCCCC2)c1ccccc1 (stereo unspecified)	-5	96	101	/	/	10%	/	/	0%
O=C1CC(C(=O)N(c2cccc(F)c2)C(C(=O)NC2CCCC2)c2ccccn2)CS1 (stereo unspecified)	13	101	87	-1	116	-41%	1	116	-17%
CCc1nnc(NC(=O)c2c(O)c3c([nH]c2=O)CCCC3)s1	16	80	64	-16	92	/	16	92	/
Fc1ccc2[nH]c3c(NCCN4CCOCC4)ncnc3c2c1	-18	62	80	/	/	6%	/	/	-20%
COc1cccc(OC)c1Oc1ccc(C(F)(F)F)cn1	3	95	92	-18	165	1%	18	165	1%
C=CCn1c(COc2ccc(CC)cc2)nnc1SC/C(O)=C(\C#N)c1nc2ccccc2[nH]1	-26	52	78	-4	113	-25%	4	113	-16%
Cc1ccc(S(=O)(=O)N2CCN(C(=O)CSc3nc4ccccc4o3)C2)cc1	-5	82	87	2	169	17%	-2	169	-3%
CCOCCOC(=O)C1=C(C)N(C)C(=O)NC1c1ccccc1F (stereo unspecified)	4	95	91	9	168	9%	-9	168	-9%
CCCC1C(c2ccc(OC)cc2)C(C#N)(C#N)C2(C#N)CC1(N)NC2=O (stereo unspecified)	6	88	82	2	66	-22%	-2	66	-5%
CCOC(=O)Cc1csc(NC(=O)c2cccc(OC)c2)n1	4	88	84	-12	133	-20%	12	133	-1%
Cc1cc(=O)oc2cc(OCC(=O)NCc3cccnc3)ccc12	-1	96	97	2	137	15%	-1	137	-5%
CCOc1cc(/C=C\c2[nH]c(=O)[nH]c(=O)c2[N+](=O)[O-])ccc1OC(C)CC (stereo unspecified)	14	98	83	-48	108	-21%	47*	108*	4%
C/C(=C/C(=O)NCc1ccccc1)C(=O)O	/	/	/	1	189	-2%	-1	189	3%
Cc1cc(C)nc(SC(C)C(=O)Nc2ccc(S(N)(=O)=O)cc2)n1 (stereo unspecified)	14	94	80	2	76	0%	-2	76	-6%
COC(=O)c1ccc(NS(=O)(=O)c2ccc(SC)cc2)cc1	4	96	93	-5	174	-36%	5	174	0%
COc1ccc(C)cc1S(=O)(=O)N(C)CC(=O)N1CCC(C)CC1	11	94	83	-5	92	/	5	92	/
C=CCn1c(CSCc2ccc(Cl)cc2)nnc1SCC(=O)NCc1ccccc1	/	/	/	-34	158	-72%	34	158	-2%
COc1ccc(/C=C2\CCCC3C2=NN(C(=O)c2scnc2C)C3c2ccc(OC)c(OC)c2)cc1OC (stereo unspecified)	/	/	/	11	131	-85%	-11	131	-4%
CC1CCN(CCCNC(=O)c2ccc(CS(=O)(=O)Cc3ccccc3F)o2)CC1	-15	76	91	5	146	/	-5	146	/
Cc1ccc([N+](=O)[O-])cc1N=Cc1ccc(Br)s1	/	/	/	2	155	/	-2	155	2%
CC(=O)Nc1ccc(-c2nnc(SCC(=O)Nc3ccc4c(c3)oc3ccccc34)n2C)cc1	12	70	58	-19	155	-22%	19	155	-13%
O=C(NCC1CCCO1)c1coc2nc3ccccc3nc12 (stereo unspecified)	/	/	/	1	201	-77%	-1	201	-22%
Cc1ccc(NC2c3ncccc3C(=O)N2c2ccccc2C)cc1C (stereo unspecified)	8	100	92	-35	122	14%	35	122	-18%
O=C1C=C(c2ccccc2)C[C@H](c2cccs2)[C@H]1n1cnc([N+](=O)[O-])c1	50	67	17	-24	129	/	24	129	/
COc1ccccc1C(=O)Nc1ccc(N2CCN(Cc3ccccc3)CC2)cc1	-3	86	90	-9	130	-17%	9	130	-4%
CCOc1ccccc1N(CC(=O)Nc1ccc2c(c1)OCO2)S(C)(=O)=O	30	94	64	9	167	0%	-9	167	0%
CC1c2[nH]c3ccccc3c2CCN1S(C)(=O)=O (stereo unspecified)	2	93	91	3	153	-3%	-3	153	3%
COc1cccc(C2C(C(=O)c3sc(C)nc3C)=C(O)C(=O)N2CCN2CCOCC2)c1 (stereo unspecified)	7	103	96	11	111	-24%	-11	111	-5%
C/C(=C\C(=O)Nc1nccs1)c1ccccc1	-5	90	94	14	79	-5%	-14	79	-4%
CCOC(=O)c1oc2nc(C(C)C)c3c(c2c1N)CCC3	5	96	91	2	150	10%	-2	150	-16%
Cc1nc2nc(-c3ccccc3)cc(=O)n2[nH]1	-3	82	86	-14	194	-13%	14	194	7%
CSCC[C@H](NC(=O)CCNC(C)=O)c1nc2ccccc2[nH]1	0	93	94	-24	137	5%	24	137	-5%
COC(=O)[C@H](CC(C)C)NC(=O)NC1CCCCC1C (stereo partly specified)	-25	75	101	3	129	-1%	-3	129	6%
CC(NC(=O)C1C2C=CC(C2)C1C(=O)O)c1ccccc1 (stereo unspecified)	-16	84	101	-4	113	-12%	4	113	0%
CN(CC(=O)Nc1ccc(F)c(F)c1)S(=O)(=O)c1cccc2nsnc12	7	84	77	/	/	22%	/	/	-3%
COc1nc(-c2ccccc2)ccc1-c1noc(COc2ccccc2)n1	5	81	76	-12	104	-4%	12	104	-20%
O=C(CCn1nnc(-c2cccs2)n1)NCc1ccccc1Cl	8	104	96	2	151	14%	-2	151	-2%

A portion of the library; count on the stated rates, not on these rows.
